KDM5B inhibitor = blocks human KDM5B histone demethylase activity. Q9UGL1. KDM5B demethylase, FDH-coupled NADH fluorescence (FDH is formaldehyde dehydrogenase). Potency, µM (highest dose often 57.7 µM), for the others: at the top dose activity change, negative = inhibition, usual class: inhibitors. 220,000 tested, 2.6% active. AID 1347165; active means well fitted inhibition curve with a large enough effect; inconclusive means small, poorly fitted or top-dose-only effect; inactive means no such curve, though single readings can be large or run the other way; further: 0% is about no effect; nearly all actives have a fitted effect of over 70% in size
Target sequence (Q9UGL1 whole entry, looked up): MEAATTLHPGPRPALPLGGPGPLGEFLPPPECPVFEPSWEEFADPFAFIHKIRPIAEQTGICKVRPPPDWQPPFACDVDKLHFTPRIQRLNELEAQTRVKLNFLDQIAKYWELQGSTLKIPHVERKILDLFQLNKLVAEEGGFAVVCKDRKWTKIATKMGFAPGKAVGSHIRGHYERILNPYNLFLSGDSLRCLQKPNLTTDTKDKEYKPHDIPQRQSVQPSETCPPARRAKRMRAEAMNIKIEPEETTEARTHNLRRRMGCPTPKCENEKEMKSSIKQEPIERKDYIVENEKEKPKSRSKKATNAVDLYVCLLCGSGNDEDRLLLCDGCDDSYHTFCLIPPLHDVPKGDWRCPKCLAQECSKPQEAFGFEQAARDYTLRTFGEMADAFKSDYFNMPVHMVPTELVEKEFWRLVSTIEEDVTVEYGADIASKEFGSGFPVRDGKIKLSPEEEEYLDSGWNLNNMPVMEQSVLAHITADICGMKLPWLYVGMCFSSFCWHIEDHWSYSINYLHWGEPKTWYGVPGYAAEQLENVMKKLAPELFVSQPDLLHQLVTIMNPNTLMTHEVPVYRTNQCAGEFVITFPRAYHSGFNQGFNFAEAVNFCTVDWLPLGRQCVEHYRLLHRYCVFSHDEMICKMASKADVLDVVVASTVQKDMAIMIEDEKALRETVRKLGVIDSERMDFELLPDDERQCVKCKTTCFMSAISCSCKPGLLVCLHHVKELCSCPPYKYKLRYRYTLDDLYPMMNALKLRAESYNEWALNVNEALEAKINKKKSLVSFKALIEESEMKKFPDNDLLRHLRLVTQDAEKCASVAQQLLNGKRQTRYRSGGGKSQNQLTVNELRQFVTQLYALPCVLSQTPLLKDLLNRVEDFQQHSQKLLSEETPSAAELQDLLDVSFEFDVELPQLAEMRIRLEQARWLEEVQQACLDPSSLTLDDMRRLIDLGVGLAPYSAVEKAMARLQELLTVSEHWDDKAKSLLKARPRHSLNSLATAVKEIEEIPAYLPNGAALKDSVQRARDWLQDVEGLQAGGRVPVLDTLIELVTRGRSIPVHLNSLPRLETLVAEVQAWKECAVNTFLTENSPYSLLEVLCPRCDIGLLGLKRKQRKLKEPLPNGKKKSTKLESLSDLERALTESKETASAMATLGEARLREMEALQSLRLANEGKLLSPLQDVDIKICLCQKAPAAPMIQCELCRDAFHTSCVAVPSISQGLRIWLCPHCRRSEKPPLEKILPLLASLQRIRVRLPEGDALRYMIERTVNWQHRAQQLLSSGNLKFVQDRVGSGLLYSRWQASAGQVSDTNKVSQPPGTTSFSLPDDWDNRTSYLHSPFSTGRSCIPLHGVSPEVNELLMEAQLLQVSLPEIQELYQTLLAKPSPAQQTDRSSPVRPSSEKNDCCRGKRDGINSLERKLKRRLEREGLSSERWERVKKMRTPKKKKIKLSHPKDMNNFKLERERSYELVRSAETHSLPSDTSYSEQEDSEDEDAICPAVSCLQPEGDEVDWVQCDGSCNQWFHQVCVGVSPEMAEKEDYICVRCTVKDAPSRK
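Coupled FDH/NAD⁺ fluorescence readout. KDM5BΔAP 200 nM final; compound titration, 10 min RT preincubation; substrate mix 12.5 µM H3K4me3, 25 µM 2-OG, 50 µM Fe(II), 100 µM ascorbate, 0.25 mM NAD⁺, 0.25 U/mL FDH; ΔRFU over 30 min.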
The depositor's hits bear a star; ? = inconclusive; & = joins results of further samples; [ ] = dose if it differs, or a comment. Potency means the concentration at half of the fitted maximal effect. These rows are one share of the data; rates above refer to the full screens.

SMILES	KDM5B inhibitor
CN(Cc1cn(-c2ccccc2)nn1)C1CCSCC1	-14%
COCC1CN(C2CCC2)CC12CCN(C(=O)Cn1cccn1)CC2 (stereo not drawn)	?
COc1ccccc1CCC(=O)N1C[C@@H](CO)[C@H](N(C)C)C1	0%
COc1ccc(OC)c(NC(=O)Cn2ccc3cc(OC)ccc32)c1	-19%
CC(C)(O)CCc1cccc(C(=O)N2CC=C(c3ccc(F)cc3)CC2)c1	-14%
CC1=C[C@@H](CNC(=O)NC2CCCCC2)[C@H](C(C)C)C[C@H]1Cc1nc2c(C)cccc2[nH]1	-6%
O=C(c1ccccc1)N1CCC(c2nnc3n2C(C(=O)N2CCOCC2)CC3)CC1 (stereo not drawn)	13%[115 µM]
Cc1ccc(C2Cn3nnc(C(=O)N4CCN(C(=O)Cc5cccs5)CC4)c3CO2)cc1 (stereo not drawn)	-20%
O=C(Cc1ccc(F)cc1)NCc1nc2cccnc2n1Cc1ccc(F)cc1	3%
CCC(CC)c1nnc(NC(=O)CCc2c(C)nc(C)[nH]c2=O)s1	11%
COc1ccc(/C=C2\N=C(c3ccccc3Cl)NC2=O)cc1	-28%&5%
CC1CCN(c2nc3ccccc3nc2C(C#N)S(=O)(=O)c2cccc(Cl)c2)CC1 (stereo not drawn)	-18%
Cn1c(=O)c2c(nc(NCc3ccco3)n2Cc2ccc(Cl)cc2)n(C)c1=O	-8%
COc1nc2c(cc1CNC(=O)CC1CC1)C(=O)N(CCc1ccccn1)C2	16%
CCOc1ccc(CC(=O)Nc2cccn3nc(C)nc23)cc1	?

An excerpt from the list above, for reference:
SMILES	KDM5B inhibitor
CN(Cc1cn(-c2ccccc2)nn1)C1CCSCC1	-14%
COCC1CN(C2CCC2)CC12CCN(C(=O)Cn1cccn1)CC2 (stereo not drawn)	?
COc1ccccc1CCC(=O)N1C[C@@H](CO)[C@H](N(C)C)C1	0%
COc1ccc(OC)c(NC(=O)Cn2ccc3cc(OC)ccc32)c1	-19%
CC(C)(O)CCc1cccc(C(=O)N2CC=C(c3ccc(F)cc3)CC2)c1	-14%

Back to the main list, starting 2 compounds before the break.
SMILES	KDM5B inhibitor
COc1nc2c(cc1CNC(=O)CC1CC1)C(=O)N(CCc1ccccn1)C2	16%
CCOc1ccc(CC(=O)Nc2cccn3nc(C)nc23)cc1	?
COc1ccc(NC(=O)CCSc2nnc3scc(-c4ccccc4)n23)cc1	-6%
Cc1ccccc1-c1noc(CSc2nc3cc4c(cc3c(=O)n2Cc2ccco2)OCO4)n1	-6%
CN(C)CCN(C)CC[C@H]1CN(C(=O)c2ccc(F)cc2)CC[C@H]1CC(=O)O	4%[86.2 µM]
O=C(O)CCc1conc1-c1cccc(F)c1	4%
CCc1ccccc1NC(=O)Cn1c(=O)n(CCc2ccccc2)c(=O)c2ccccc21	-9%
Cn1nc(CC2CCN(c3cc(N)ncn3)CC2)n(-c2ccccc2)c1=O	14%
CCOC(=O)C1=CN(CC(=O)Nc2c(C)cc(C)cc2C)S(=O)(=O)N=C1C	34%
N#CC1=C(N)OC2=C(C(=O)CC(c3cccs3)C2)C1c1ccccc1 (stereo not drawn)	-2%
Cn1cccc1/C=N/N1CCN(Cc2ccc(Cl)cc2)CC1	-2%
Fc1ccc2[nH]c(-c3cccs3)cc2c1	-38%
COCC(=O)NC1CCC12CCN(C(=O)c1cnc(C)cn1)CC2 (stereo not drawn)	15%
O=C(NCCc1ccccc1)C(c1ccccc1F)N(C(=O)c1csnn1)C1CC1 (stereo not drawn)	13%
COc1ccc(N(CC(=O)N2CCN(Cc3ccccc3)CC2)S(=O)(=O)c2ccccc2)cc1	-14%
C=CCSc1nnc(NC(=O)c2cc(=O)c3ccc(C)cc3o2)s1	-2%
Cn1nccc1C(=O)N1CCCC(c2nn[nH]n2)C1 (stereo not drawn)	?
O=C(N/N=C/c1ccc2nccnc2c1)c1ccncc1	-5%
Cc1ccc(NC(=O)CSc2nnc(C)s2)c(C)c1	-54%
CCN(C)C(=O)C(C)N1CCc2onc(C(c3ccccc3)c3ccccc3)c2C1 (stereo not drawn)	-8%
Cn1nc(C(F)(F)F)c2cc(C(=O)Nc3ccc(F)cc3)sc21	-29%
O=C(Cc1cccc(Cl)c1)N1CCC(c2nn(-c3ccccc3)c(=O)[nH]2)CC1	25%
CCc1ccc(NC(=O)CSC2=Nc3ccccc3C3=NC(CC(=O)NC4CCCCC4)C(=O)N23)cc1 (stereo not drawn)	-24%
O=C1NC(=NC2CCCCC2)C2(CCCN(Cc3ccccc3)C2)N1c1cccnc1 (stereo not drawn)	11%[115 µM]
Cc1ccc(-c2c(C(N)=O)c(C)nc3sc4c(c23)CCC4)cc1	-5%
COc1ccc(C(C)=O)cc1COC(=O)c1c(C)nn(-c2ccccc2)c1C	?
Oc1c(Br)cc(Cl)cc1Cc1cc(Cl)cc(Br)c1O	-20%
Cc1ccc(-c2nnc3c4ccccc4c(C)nn23)cc1NC(=O)c1ccccc1	-15%
CN1C[C@@H]2CCCN3CCC[C@@H]([C@H]23)[C@H]1CCCC(=O)NCCC1=CCCCC1	-14%
O=C(Nc1ccc2nc(SCc3ccccc3)sc2c1)c1cccc(F)c1	?
CC1(C(=O)NCc2cccnc2)CCCc2cnc(Nc3ccccc3)nc21 (stereo not drawn)	-9%[86.2 µM]
Cc1cc(C)cc(OCCSc2nc3ccc(NC(=O)COc4ccccc4)cc3s2)c1	?
COc1ccc(NC(=O)c2c(-c3ccccc3)oc3ccc(OC)cc23)cc1	?
Cc1ccc(-c2nn3c(-c4ccccc4)nnc3c3ccccc23)cc1	12%
CCc1noc(C)c1C(=O)N(CC)CC(=O)NCc1ccc(Cl)cc1	30%
CON(C)C(=O)c1cc(-c2cc(C)oc2C)nc2onc(C)c12	-26%
CCn1cc2nc(SCC(=O)Nc3ccccc3C(F)(F)F)n(Cc3ccc(C)cc3)c(=O)c2n1	?
Cc1cc(C)cc(-c2nc(C3CC(=O)N(c4ccc(Cl)cc4)C3)no2)c1 (stereo not drawn)	-29%
CSc1sc(C(=O)OC(C)C)c2c1C(=O)CC(C)(C)C2	27%
COc1ccccc1C(OC(=O)c1ccco1)C(=O)NCc1ccc(F)cc1 (stereo not drawn)	-14%
CN(CCOC(=O)/C=C/c1ccccc1)Cc1ccccc1	0%
COc1cccc(CNC(=O)c2ccc3c(=O)n4nc(Nc5ccccc5)sc4nc3c2)c1	-8%
CSc1ccccc1C(=O)Nc1ccc(F)cc1F	35%[activator]
Cc1ccc(NC(=O)Cc2ccc3c(c2)OCCO3)cc1S(=O)(=O)N1CCCCC1	-25%
Cc1ncsc1CN1CCCCCCN(C)C(=O)[C@@H]2CCC[C@@H]21	?
COc1ccc(C(=O)NC2CC2)c(OC2CCN(Cc3cccc(SC)c3)CC2)c1	-21%
Cc1cc(-c2nc(C3CCOC3)no2)c2ccccc2n1 (stereo not drawn)	28µM*
COCCC(=O)N1CCC2(CCN(CC(=O)O)CC2)C(CO)C1 (stereo not drawn)	9%
CCc1ccccc1NC(=O)c1ccc2[nH]c(C)c(C)c2c1	?
O=C(/C=C/c1ccc(-c2cc(Cl)ccc2Cl)o1)c1ccccc1	-16%
O=C(Cn1c(=O)n(-c2ccccc2)c(=O)c2c3c(sc21)CCCC3)Nc1ccc(F)cc1F	-14%
COc1ccc(C2Cn3nnc(-c4nc(C)no4)c3CO2)cc1 (stereo not drawn)	1%
O=C(CCC1N=C2c3ccccc3N=C(SCc3ccccc3F)N2C1=O)NCc1ccc(F)cc1 (stereo not drawn)	?
CNC(=O)N1CCCC1c1nc(C2CN(C(=O)c3nccn3C)C2)no1 (stereo not drawn)	-6%
CCC(=O)c1ccc(Oc2cc(C#N)c(C#N)cc2N2CCOCC2)cc1	15%
COc1ccc(CCN2C(=O)c3oc4ccc(F)cc4c(=O)c3C2c2ccc(C(C)(C)C)cc2)cc1 (stereo not drawn)	5%
COc1ccc(NC(=O)C2CCN(S(=O)(=O)c3ccc4[nH]c(=O)ccc4c3)CC2)cc1Cl	-28%
Cc1ccc(/C=N/NC(=O)C(O)(c2ccccc2)c2ccccc2)s1	20%
Cc1cccc(C(=O)NCc2sccc2C)n1	-9%
CCOCCCNC(=O)CN1CC2CC(C1)[C@H]1CCCC(=O)N1C2 (stereo partly drawn)	-20%
O=C(Nc1ccccc1)c1ccc(CSc2cccc[n+]2[O-])cc1	13%
CCC(C(=O)NCc1ccc(SC)cc1)n1nc(C)c2c(C)n(-c3ccccc3)nc2c1=O (stereo not drawn)	-16%
Further entries
SMILES	KDM5B inhibitor
CCCNC(=O)c1ccccc1OCc1ccc(Cl)cc1	-15%
O=C(NCC(c1ccccc1)N1CCCCC1)c1cc2ccccc2oc1=O (stereo not drawn)	4%
Cc1ccc(CN2CC(Oc3ccccc3C(=O)NCc3ccccc3)C2)o1	12%
Cc1nc2ccc(S(=O)(=O)CCC(=O)Nc3ccc(Cl)cc3)cc2s1	-7%
Cn1c(NC(=O)c2ccccc2F)cc(=O)n(C)c1=O	-6%
COCc1nnc(NC(=O)CCn2ccc3cc(Br)ccc32)s1	-3%
Cc1ccc(C2Cn3nnc(-c4noc(COc5ccccc5)n4)c3CO2)cc1 (stereo not drawn)	-7%
Cc1ccc(NC(=O)CN2C(=O)NC(c3ccccc3Cl)C3=C2COC3=O)cc1 (stereo not drawn)	-17%
Cc1ccccc1-c1nn2c(=O)cc(CN3CCN(C(=O)c4ccccc4Br)CC3)nc2s1	1%
CCOC(=O)c1cnc2ccc(Br)cc2c1NCCN1CCOCC1	-47%
CCN(C(=O)C1CCN(S(=O)(=O)c2cc(Br)cc3c2N(C(C)=O)CC3)CC1)c1cccc(C)c1	-16%
COc1ccc(CNC(=O)CCc2ncc(-c3ccc(C)cc3)o2)cc1	10%
COc1cc(CN2C(=O)C(=O)c3cccc(C)c32)ccc1OCCC(C)C	-13%
CS(=O)(=O)Cc1ccc(-c2ccc(F)cc2C(F)(F)F)nc1	17%
COCc1cc(NCCSCc2ccccc2C)ncn1	11%
CCCN1CCN(CCCNC(=O)c2c(C)nn(-c3ccc(F)cc3)c2-n2cccc2)CC1	0%
CC(=O)Nc1ccc(NC(=O)c2cc3c(n2C)CCN(Cc2ccccc2)C3)cc1	?
O=C(CCC[C@@H]1[C@H]2CCCN3CCC[C@@H](CN1C(=O)Cc1ccc(F)cc1)[C@@H]23)N1CCOCC1	?
COc1cc2c(cc1OC)C(c1ccccc1)N(CC(=O)Nc1ccccc1)CC2 (stereo not drawn)	-12%
Cc1cnc(-c2ccncc2)n1CCN	?
COCC(=O)N[C@@H]1CN(Cc2cn(C)nc2C)C[C@H]1CO	-2%
CCCOc1nc2ccccc2nc1C(C#N)C(=O)NCc1ccccc1 (stereo not drawn)	-19%
CCn1cnc2c1c(=O)n(CC(=O)Nc1ccc3c(c1)OC(F)(F)O3)c(=O)n2Cc1ccccc1	-8%
COc1ccc(C)cc1NC(=O)CSc1nc2ccccc2nc1N1CCOCC1	?
CCCCCCCC(=O)N/N=C/C(C)=N/NC(=O)CCCCCCC	24%
Cc1ccc(NC(=O)c2nnn(CC(=O)Nc3ccc(C)c(Cl)c3)c2N)c(C)c1	-6%
COc1ccc(NS(=O)(=O)c2cc(Br)cc3c2N(C(C)=O)CC3)cc1	-14%
Cc1cccc(-c2nc(N)nc(N)n2)c1	35%[activator]
CCOc1ccc(C(c2c(O)cc(C)n(CCOC)c2=O)N2CCN(c3ccccc3)CC2)cc1 (stereo not drawn)	12%
COCCNC(=O)[C@@H]1C[C@H](Oc2ccccc2)CN1C(=O)c1sc(C)nc1C	-7%
CC1CCCN(C(=O)COc2ccccc2-c2noc(-c3ccc(Cl)cc3)n2)C1 (stereo not drawn)	-2%
O=C(c1ccc(N2CCCC2=O)cc1)N1CCC2(CC1)OCCCC2O (stereo not drawn)	8%
Cc1ccc(C)c(NC(=O)CCCN2C(=O)C(c3ccccc3)Oc3cccnc32)c1 (stereo not drawn)	-12%
CC1CCC2(CC1)OCC(C(=O)NCc1ccc3c(c1)OCO3)N2C(=O)c1ccccc1F (stereo not drawn)	-23%
Cc1c(Cl)cccc1NC(=O)NCCCN(C)CC(F)(F)F	31%[activator]
N#CC1=C(SCC(=O)c2ccc(Br)cc2)NC(=O)C(C#N)C12CCCCC2 (stereo not drawn)	-1%
CCc1noc(-c2ccn3c(CNC(=O)c4cc(F)cc(F)c4)nnc3c2)n1	25µM*
Cc1ccc(CNC(=O)CN2C(=O)CSc3c2c(C)nn3-c2ccccc2)cc1	-10%
Cc1ccsc1CNC(=O)Cc1c(F)cccc1Cl	3%
Cc1nc2cc(NC(=O)COc3cccc(F)c3)ccc2o1	2%

Seven structures from above, ordered by molecular weight, largest number first:
SMILES	KDM5B inhibitor
CC1CCC2(CC1)OCC(C(=O)NCc1ccc3c(c1)OCO3)N2C(=O)c1ccccc1F (stereo not drawn)	-23%
N#CC1=C(SCC(=O)c2ccc(Br)cc2)NC(=O)C(C#N)C12CCCCC2 (stereo not drawn)	-1%
Cc1ccc(C)c(NC(=O)CCCN2C(=O)C(c3ccccc3)Oc3cccnc32)c1 (stereo not drawn)	-12%
CC1CCCN(C(=O)COc2ccccc2-c2noc(-c3ccc(Cl)cc3)n2)C1 (stereo not drawn)	-2%
CCc1noc(-c2ccn3c(CNC(=O)c4cc(F)cc(F)c4)nnc3c2)n1	25µM*
O=C(c1ccc(N2CCCC2=O)cc1)N1CCC2(CC1)OCCCC2O (stereo not drawn)	8%
Cc1ccsc1CNC(=O)Cc1c(F)cccc1Cl	3%

High-throughput results (PubChem)
